# Screening results as filed in PubChem BioAssay.
# mHTT-CaM PPI inh: inhibitors of human mutant huntingtin-calmodulin interaction. P42858. AlphaScreen His-mHTT/GST-CaM binding, luminescence. inhibition, % at 15 µM. hit rate 3.6% among 190,000. AID 1671202;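 note: 0% = both proteins with DMSO and 100% = one protein alone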
# Pf apPOL block: Pf-apPOL DNA polymerase inhibition. inhibition, % at 10 µM. Recombinant Pf-apPOL, molecular beacon fluorescence, 1.5 h. hit rate 0.25% among 210,000
# The depositor's hits bear a star; / = no result given; & = joins results of further samples. Cut-off read from the data, not from the text of the source: active = inhibition above about 50%; inactive = the rest.
SMILES,mHTT-CaM PPI inh,Pf apPOL block
CCOc1cccc(N2C(=O)CC(N3CCN(c4ccc(F)cc4)CC3)C2=O)c1 (centres undefined),-2,-1
Cc1ccccc1C(=O)N1[C@@H](C(C)C)COc2cc(Br)ccc2S1(=O)=O,-3,-1
COc1ccc(OC)c(NS(=O)(=O)c2ccc(NC(=O)COc3ccccc3)cc2)c1,6,-2
O=C(CSc1nc2ccccc2o1)NC1CCCCC1,-1,-4
c1ccc2c(c1)CCN(c1ccc(-c3noc(CN4CCSCC4)n3)cn1)C2,4,6
O=C(CN(Cc1c(F)cccc1Cl)S(=O)(=O)c1ccc(Cl)cc1)N1CCOCC1,-1,-4
CCOc1ccc2c(=O)c(Oc3cc(C)ccc3C)coc2c1,-11,2
O=C1C(=Cc2cccs2)Oc2cc(O)ccc21,0,0
C=CCSc1nc2c(cc1C#N)C(=O)CC(C)(C)C2,-39,-1
O=C(NCc1cccs1)c1ccc(-n2cccn2)nn1,-14,-1
O=S(=O)(NCCc1ccc(F)cc1)c1ccc(Br)cc1,-18,-10
CCN1CCN(CCNC(=O)c2ccc3c(c2)N(C)C(=O)C2CCCCN32)CC1 (centres undefined),-3,-5
CCOC(=O)N1CCC(NC(=O)CCc2sc(C)nc2-c2cccs2)CC1,4,2
O=C(Nc1ccc(Br)cc1)c1ccc(Cl)c(S(=O)(=O)N2CCCCCC2)c1,1,2
Cc1ccc(C)c(OCC(=O)Nc2ccccc2C(C)C)c1,-20,-10
O=C(c1ccccn1)N1CCC(Oc2cc(N3CCCC3)ncn2)C1 (centres undefined),6,1
COc1ccc(-c2coc3cc(OCC#N)ccc3c2=O)cc1,-3,-2
CC/C(=C\c1ccccc1)c1cccc2oc3ccccc3c12,-12,1
O=C(COc1ccccc1F)NCC1CCN(C(=O)c2cc3ccccc3o2)CC1,2,-15
CCN1CCCC(C(=O)Nc2ccc(OC)c(OC)c2)(c2ccccc2)CC1 (centres undefined),1,-1
CCOc1ccc(C2(C)CC(=O)NC(=O)N2)cc1 (centres undefined),-4,-5
Cc1c(C(=O)N2CCC(Cc3ccccc3)CC2)sc2ncn(Cc3ccccc3F)c(=O)c12,22,10
O=C(CN1CCN(C(=O)c2cc3cn(C4CCCC4)cc3s2)CC1)N1CCCC1,24,-4
O=C(NCC1CCN(c2cc(-c3ccncc3)[nH]n2)CC1)c1ccc2c(c1)OCO2,9,-1
CC1CC=C2C(C#N)=C(N)C(C#N)(C#N)C(c3cccc(Cl)c3)C2C1 (centres undefined),70*,0
O=C(Nc1ccccc1C(=O)NCCc1ccc(Cl)cc1)c1ccc([N+](=O)[O-])o1,/,-2
Cc1cc(F)ccc1NC(=O)c1cnc(-c2ccc(F)cc2)nc1-c1ccncc1,-6,-1
CCCOc1ccc(C2=CSC3=NCCN23)cc1,0,-4
CN1C(=O)CC2(CC(=O)N(Cc3ccccc3)C2)C1=O (centres undefined),-10,0
Cc1ccc(OCC(=O)Nc2ccccc2Cl)c(Br)c1,-15,-3
N#CC(c1cccs1)N1CCOCC1 (centres undefined),/,1
COc1ccc(-n2nc(C(=O)NCc3ccc(F)cc3)c3ccccc3c2=O)c(OC)c1,29,3
COc1ccc(S(=O)(=O)CCC(=O)Nc2ccccc2C(F)(F)F)cc1,1,-4
CC(C)(C)SCCNC(=O)c1ccc(Br)cc1,-9,-5
Cc1nnc2nc(-c3cc([N+](=O)[O-])c(Cl)cc3Cl)[nH]n12,0,3
O=C(Nc1c2c(nn1-c1cccc(Cl)c1)CS(=O)C2)c1cccc(F)c1 (centres undefined),1,1
CC(=NC1CCCCC1)C1=C(O)c2ccccc2C1=O,15,2
NC(=O)c1ccc[n+](CC(=O)c2ccc(Br)cc2)c1,6,-1
O=C(Nc1ccccc1)c1ccc(-c2ccccc2C(F)(F)F)o1,-20,-4
O=C(Nc1ccccc1)N1CCc2nc[nH]c2C1,6,-1
O=C(Nc1ccc2c(c1)CCCN2C(=O)c1ccco1)c1ccc([N+](=O)[O-])cc1Cl,10,-6
CCNC(=O)C1CC(c2ccccc2)CN(C(=O)c2ccc(F)cc2)C1 (centres undefined),6,-1
Cc1cc(SCCC(=O)c2sc3ccc(Cl)cc3c2C)c(C)cc1Cl,/,3
Cc1ccc(N2CCN(C(=O)c3ccc(F)cc3)C(C)C2=O)c(C)c1 (centres undefined),-5,-1
C=C(C)Cn1c(SCC(=O)c2ccc(OC)cc2)nnc1-c1ccccc1,20,8
Cc1nc2cc(S(=O)(=O)N(C)C)ccc2n1-c1ccccc1,2,-3
N#Cc1ccc(COCC2CCN(C(=O)C34CC5CC(CC(C5)C3)C4)CC2)cc1,-5,-3
CCn1c(N2CCC(C(=O)Nc3cc(OC)c(OC)c(OC)c3)CC2)cc(=O)n(C)c1=O,62*,2
Cc1csc(C(=O)ON=Cc2ccc(C#N)cc2)c1,/,-18
CN(C)c1cccc(C(=O)Nc2ccc3c(N4CCCC4)ncnc3c2)c1,58*,3
# (more compounds)
SMILES,mHTT-CaM PPI inh,Pf apPOL block
O=C1NC(=O)N(Cc2ccco2)C(=O)/C1=C/c1cn(CCOc2ccccc2F)c2ccccc12,18,1
CCC(C)NC(=O)CCS(=O)(=O)c1ccc(Br)s1 (centres undefined),-7,-11
CCCNC(=O)c1csc2c1CCCC2,-5,0
COc1ccc(C(=O)N2CCc3nc4cc[nH]n4c(=O)c3C2)cc1F,1,-1
Cc1cc(C2CCCN2C(=O)NC2CCCCC2)no1 (centres undefined),-2,1
O=C(NC1CCN(C(=O)C2CC2)C1)C1CCC1 (centres undefined),2,-5
COc1cc(-c2c(-c3ccc4c(c3)OCO4)noc2-c2ccsc2)ccc1F,-4,-3
CCCCNC(=O)O[C@H]1CC[C@@]23CCCN2C(=O)CCC[C@H]3C1,2,-2
COc1ccc(OCC(=O)N2CCN(c3ccc([N+](=O)[O-])cc3)CC2)cc1,5,-7
COc1ccc(/C=c2\sc3ncnn3c2=O)cc1,-1,10
c1cn(CCCNc2ncnc3sc4c(c23)CCCC4)cn1,-2,-12
COc1cccc(C2CC(c3ccc4c(c3)OCO4)=NC3(CCN(C(C)=O)CC3)N2)c1O (centres undefined),33,1
CCOc1ccccc1NC(=O)C1CCCN(C(=O)c2ccccc2F)C1 (centres undefined),25,-16
Cn1c(=O)c2[nH]c(SCC(=O)c3ccc(C(C)(C)C)cc3)nc2n(C)c1=O,4,0
O=c1c(S(=O)(=O)N2CCCC2)cccn1Cc1nc(-c2ccccn2)no1,-5,-8
Cc1ccc(NC(=O)Cn2cc3c(n2)CCCC3)cc1,-10,-3
O=C(NC1CC1)c1cccc(OCC2CCCN(C(=O)CC3CCCCC3)C2)c1 (centres undefined),1,-7
C[C@H]1[C@@H](N(Cc2cccs2)Cc2cccs2)CC[C@@]23CCCN2C(=O)CCC[C@@H]13,-18,-6
O=C(NCc1ccccc1)N1CCCC1c1nc(-c2ccc(F)cc2F)no1 (centres undefined),-1,-2
COc1ccc(-c2csc(Nc3ccc(C)cn3)n2)cc1,10,-1
Cc1nn2c([N+](=O)[O-])c(C)[nH][n+]2c1C(=O)Nc1sc2c(c1C#N)CCCC2,8,-14
Cc1ccccc1NC(=S)N1CCCCC1C (centres undefined),/,0
CC(=O)N1CCC2(CC1)Nc1cccnc1NC2=NC(C)(C)C,1,-1
Cc1cc(C=O)c(C)n1-c1ccc(Cl)cc1,7,-5
CCc1cccc(C)c1N(C(=O)Cn1c(C(C)O)nc2ccccc21)C(C)COC (centres undefined),34,-20
Cc1ccc(CNC(=O)N2CC(C(=O)N3CCCC3)C3(CCOCC3)C2)cc1 (centres undefined),-2,0
COc1ccc(C)cc1NC(=O)N1CCc2cn(C)c3cccc(c23)C1,44,2
O=[N+]([O-])c1cc(C(F)(F)F)cc([N+](=O)[O-])c1Sc1ccccn1,/,7
CCCCSc1nc2c(c(=O)n1-c1ccc(C)cc1)SCC2,-2,-5
OCCN1CCN(c2nc(NCc3ccco3)c3ccccc3n2)CC1,3,-17
CC1(CS(=O)CC2(C)CC2(Cl)Cl)CC1(Cl)Cl (centres undefined),4,-12
CC(=O)c1cccc(NC=C2C(=O)OC3(CCCCC3)OC2=O)c1,-3&3,-9&-3
Cc1nc(CCNC(=O)C2CCCN2S(=O)(=O)c2ccccc2F)cs1 (centres undefined),2,-4
CCn1cc(CNC(=O)c2cc(-c3ccccc3)nc3ccc(Br)cc23)cn1,20,6
O=C(c1c(F)cccc1F)N1CCc2nc(-c3ccc(F)cc3)ncc2C1,-2,-2
COc1ccc(C(=O)N2CCN(c3cc(-c4cccnc4)[nH]n3)CC2)cc1OC,-1,-3
Cc1cc(C)c(NC(=O)c2ccc(Br)cc2)c(C)c1,-5,1
O=C(NC1CC1)c1ccc(N2CCC(NCc3cc(Cl)ccc3O)C2)nc1 (centres undefined),17,-1
O=C(CN1c2ccccc2Sc2ccccc21)NN=Cc1cn(-c2ccccc2)nc1-c1ccc([N+](=O)[O-])cc1,/,3
O=C1C2C3c4ccccc4C(C(=O)O)(c4ccccc43)C2C(=O)N1c1ccccc1 (centres undefined),-2,0
O=C(CC1Sc2ccccc2NC1=O)NCc1ccc(C(F)(F)F)cc1 (centres undefined),-3,2
O=C(O)c1ccc(/C=C2/NC(=O)N(Cc3ccc(Cl)cc3)C2=O)cc1,3,-6
O=C(Nc1ccccc1C(F)(F)F)c1ccc(Cl)c(Cl)c1,-16,-1
O=S(=O)(NCCc1c[nH]c2ncccc12)c1ccccc1Br,2,3
COc1cccc(NC(=O)c2ccc(Br)o2)c1,-5,-11
Cc1cc(S(=O)(=O)NC2CCCCC2)ccc1Cl,-8,-4
COc1ccc(NC(=O)c2ccc(OC)c(OC)c2)cc1Cl,8,-5
COc1ccc(CSc2nnnn2Cc2ccccc2)cc1OC,0,-10
CCOC(=O)CNC(=O)C12CC3CC(CC(C3)C1)C2,-2,1
CCOc1ccc(/C=C2/N=C(c3cccc([N+](=O)[O-])c3C)OC2=O)cc1,4,-3
# Carrying on.
SMILES,mHTT-CaM PPI inh,Pf apPOL block
CCc1ccccc1N(CC(=O)N1CCC(C(N)=O)CC1)S(=O)(=O)c1ccccc1,1,10
CCOc1cc(C2NC(C(=O)O)CS2)ccc1Oc1ccc([N+](=O)[O-])cc1[N+](=O)[O-] (centres undefined),23,-9
Cc1ccc(N2CCN(C(=O)c3ccccc3C)C(C)C2=O)c(C)c1 (centres undefined),-3,0
CC(=O)Nc1nc(-c2ccc(Cl)cc2Cl)nc2c1c(=O)oc1ccccc12,-6,-3
CC1=Nc2c([nH]c3ccccc23)-c2cc(C)ccc2N1,70*,2
O=C1CC(c2ccccc2)CC2=C1C(c1ccc(F)c(Br)c1)Nc1ccccc1N2 (centres undefined),59*,-5
Fc1ccc(CSc2nnc(-c3ccco3)n2-c2ccccc2)cc1,10,-15
O=C(Nc1ccc(-c2cn3c(n2)SCC3)cc1)c1cnn(-c2ccccc2)n1,14,-8
COC(=O)c1ccc2c(=O)n(-c3ccccc3)c(N3CCSCC3)nc2c1,-7,-2
COc1ccc(N2COc3ccc4c5c(c(=O)oc4c3C2)CCC5)cc1,22,-4
N#CCSc1nc2ccc(N3CCOCC3)cc2c(=O)n1Cc1ccc2c(c1)OCO2,22,6
N[n+]1cnn(CC(=O)c2ccccc2[N+](=O)[O-])c1,10,4
Cc1ccc(C)c(N2CCN(C(=O)C(C)C)C(C)C2=O)c1 (centres undefined),-3,1
Cc1noc(C)c1C(=O)N1CCN(c2ncc(C(F)(F)F)cc2Cl)CC1,/,-27
Cc1ccc(C(C)C)c(OCC(=O)Nc2cccc(NC(=O)C(C)C)c2)c1,3,-7
O=C(NCC#CCN1CCOCC1)C12CC3CC(CC(C3)C1)C2,2,-2
